# Vif-APOBEC3F blk = qHTS for Inhibitors of Vif-A3F Interactions: qHTS | HeLa A3F-eYFP + Vif (tagged APOBEC3F with the HIV-1 protein that degrades it), YFP fluorescence increase | Potency, µM (top dose mostly 46.1 µM), inactives show at the top dose activity, negative = active | actives 0.2% (n = 390,000); further: potency means the concentration at half of the fitted maximal effect; % of control where 0% means no effect; nearly all actives have a fitted effect of over 65% in size
#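 HeLa cells stably expressing Vif plus C-terminally eYFP-tagged A3F were seeded, incubated overnight at 37 deg C, dosed with compound, incubated overnight again at 37 deg C. Yellow fluorescence (Ex 488/Em 500-530) reported blocked Vif-mediated A3F-eYFP degradation.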
# RGS4 inh = Inhibitors of Regulator of G Protein Signaling (RGS) 4: qHTS | Regulator of G-protein signaling 4 (Homo sapiens), P49798 | Transcreener GDP fluorescence polarization, RGS4-accelerated GTP hydrolysis | Potency, µM (top dose mostly 114 µM), inactives show at the highest dose activity change, negative = inhibition, hits mostly inhibitors | actives 0.039% (n = 390,000); further: potency means the concentration at half of the fitted maximal effect; on the % scale 0 is the no-effect control and ±100 the full control effect; nearly all actives have a fitted effect of over 75% in size; some results filed as inactive show a strong effect at the top dose
# Target sequence (P49798 whole entry, looked up): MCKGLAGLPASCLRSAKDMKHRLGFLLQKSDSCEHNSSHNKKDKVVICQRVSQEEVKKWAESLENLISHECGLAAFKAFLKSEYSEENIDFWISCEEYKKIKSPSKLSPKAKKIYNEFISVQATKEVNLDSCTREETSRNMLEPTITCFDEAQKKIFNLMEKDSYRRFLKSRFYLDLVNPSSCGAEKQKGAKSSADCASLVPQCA
#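 MLSMR compounds (23 nl, pin-transferred) preincubated 10 min at room temperature with a 500nM (2x) first reagent, then RGS4 at 900nM (2x) plus Transcreener GDP mix added; fluorescence polarization (620/688 nm) read before and after 90 min at 30 °C.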
# rTrxR1 inhibitor = qHTS Assay for Inhibitors of Mammalian Selenoprotein Thioredoxin Reductase 1 (TrxR1): qHTS. recombinant rTrxR1, NADPH fluorescence consumption, selenite substrate. Potency, µM (top dose mostly 114 µM), inactives show top-dose activity change, negative = inhibition, hits mostly inhibitors. actives 1% (n = 390,000); further: potency means the concentration at half of the fitted maximal effect; on the % scale 0 is the no-effect control and ±100 the full control effect; nearly all actives have a fitted effect of over 65% in size
#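 Rat TrxR1 (90 nM in the dispensed reagent) was pre-reduced with 400 uM NADPH for 5 min at room temperature, then incubated with compound for 15 min. After 400 uM selenite was added, NADPH fluorescence (Ex 340/Em 450 nm) was followed for 8 min.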
# Vif-A3G inh = qHTS for Inhibitors of Vif-A3G Interactions: qHTS. actives 0.076% (n = 410,000). HeLa A3G-eYFP + Vif (tagged APOBEC3G with the HIV-1 protein that degrades it), YFP fluorescence, overnight. Potency, µM (top dose mostly 46.1 µM), for inactives: at the top dose activity, negative = active, actives largely listed as inhibitors. DNA dC->dU-editing enzyme APOBEC-3G (Homo sapiens), Q9HC16;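 further: potency means the concentration at half of the fitted maximal effect; on the % scale 0 is the no-effect control and ±100 the full control effect; nearly all actives have a fitted effect of over 60% in size; hits raise eYFP signal because A3G escapes Vif-driven loss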
#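 Read-out is eYFP fluorescence (Ex 488/Em 500-530) from Vif-expressing HeLa A3G-eYFP cells; more signal means A3G escaped Vif-mediated degradation. Cells plated overnight, compound pinned in, incubated overnight at 37 deg C.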
# USP1 inh = Inhibitors of USP1/UAF1: Primary Screen. recombinant USP1/UAF1, Ub-Rhodamine cleavage fluorescence. Potency, µM (doses to about 57.1 µM), inactives show at the highest dose activity change, negative = inhibition, hits mostly inhibitors. actives 0.23% (n = 390,000). AID 743255, 2014; further: potency means the concentration at half of the fitted maximal effect; on the % scale 0 is the no-effect control and ±100 the full control effect; nearly all actives have a fitted effect of over 60% in size; inactives centre near -12
# Target sequence (O94782 whole entry, looked up): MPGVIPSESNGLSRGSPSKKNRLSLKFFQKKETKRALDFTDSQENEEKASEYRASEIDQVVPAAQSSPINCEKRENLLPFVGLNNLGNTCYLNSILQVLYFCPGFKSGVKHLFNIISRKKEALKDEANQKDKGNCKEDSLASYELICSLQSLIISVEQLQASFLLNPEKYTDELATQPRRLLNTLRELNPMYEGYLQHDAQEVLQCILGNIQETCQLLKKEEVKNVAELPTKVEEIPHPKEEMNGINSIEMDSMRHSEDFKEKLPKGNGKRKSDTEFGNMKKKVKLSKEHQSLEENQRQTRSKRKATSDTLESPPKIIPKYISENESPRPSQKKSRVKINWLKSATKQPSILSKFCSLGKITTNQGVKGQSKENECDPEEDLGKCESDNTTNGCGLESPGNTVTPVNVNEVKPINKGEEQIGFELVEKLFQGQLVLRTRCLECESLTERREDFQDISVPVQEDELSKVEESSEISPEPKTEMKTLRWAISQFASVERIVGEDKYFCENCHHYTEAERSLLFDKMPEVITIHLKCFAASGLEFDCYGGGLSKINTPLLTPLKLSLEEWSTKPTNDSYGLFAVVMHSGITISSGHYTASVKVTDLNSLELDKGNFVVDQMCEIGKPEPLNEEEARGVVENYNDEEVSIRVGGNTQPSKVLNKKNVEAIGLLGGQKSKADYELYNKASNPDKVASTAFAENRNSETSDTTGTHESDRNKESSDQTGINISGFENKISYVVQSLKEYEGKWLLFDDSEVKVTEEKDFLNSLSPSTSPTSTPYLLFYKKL
#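 USP1/UAF1 complex (1 nM) preincubated 15 min at room temperature with compound, then Ub-Rho substrate (150 nM final) added. Kinetic fluorescence at 480/540 nm over 6 reads at 60 s intervals; 50 mM HEPES pH 7.8, 0.5 mM EDTA, 0.1 mg/ml BSA, 1 mM TCEP, 0.01% Tween-20.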
# LDHA inh = qHTS assay for inhibitors of human lactate dehydrogenase; AID 1347041, 2019; actives 0.15% (n = 480,000); purified LDHA, NADH/diaphorase-resazurin fluorescence; hits give low values; L-lactate dehydrogenase A chain (Homo sapiens), P00338; activity change, % (values are at about 110 or 230 µM); in the data active means activity change below about -30%; inconclusive means mostly about -25% to -30%;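 further: plate controls were DMSO wells for no effect and wells without enzyme for full effect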
#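 LDH5 2 nM; NADH 0.06 mM, pyruvate 0.2 mM; 200 mM Tris pH 7.4, EDTA, Tween-20; 5 min RT. Detection: diaphorase 0.133 mg/mL + resazurin 37 µM, fluorescence ex540/em590 at 0 and 20 min; normalized to enzyme-free and DMSO wells.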
# GRP78 ERSR act = qHTS for Inducers of the Endoplasmic Reticulum Stress Response (ERSR) in Human Glioma: qHTS; U87-MG GRP78 promoter luciferase reporter, 16 h; Potency, µM, for the others: top-dose activation, actives largely listed as activators; actives 0.02% (n = 420,000); further: potency means the concentration at half of the fitted maximal effect; series mostly up to about 76 µM; % of control where 0% means no effect; nearly all actives have a fitted effect of over 35% in size
#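 Stably transfected U87-MG human glioma cells carrying a GRP78-based luminescent sensor were seeded at 1000 cells/well, pin-dosed with compounds and incubated 16 h. Luciferase reagent was then added, and end-point luminescence was read after 10 min at room temperature.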
# TrxR1 substrate = qHTS Assay for Substrates of Mammalian Selenoprotein Thioredoxin Reductase 1 (TrxR1): qHTS. purified TrxR1 substrate turnover, NADPH consumption readout. Potency, µM (highest dose often 114 µM), for the others: top-dose activity change, negative = substrate turnover. AID 588456, 2011. Thioredoxin reductase 1, cytoplasmic (Rattus norvegicus), O89049. actives 0.01% (n = 390,000); further: potency means the concentration at half of the fitted maximal effect; on the % scale 0 is the no-effect control and ±100 the full control effect; nearly all actives have a fitted effect of over 50% in size
#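 Rat TrxR1, dispensed at 90 nM, was prereduced with 400 uM NADPH (final) for 5 min at ~22 deg C, then incubated with compound 15 min before 400 uM selenite. A first-read NADPH fluorescence drop versus no-compound background flagged substrates.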
# IDH1 R132H inh = qHTS for Inhibitors of mutant isocitrate dehydrogenase 1 (IDH1): qHTS; Isocitrate dehydrogenase [NADP] cytoplasmic (Homo sapiens), O75874; IDH1-R132H enzyme, NADPH consumption, diaphorase/resazurin fluorescence; Potency, µM (highest dose often 76.6 µM), for inactives: at the highest dose activity change, negative = inhibition, usual class: inhibitors; actives 0.093% (n = 390,000); further: potency means the concentration at half of the fitted maximal effect; on the % scale 0 is the no-effect control and ±100 the full control effect; nearly all actives have a fitted effect of over 65% in size
#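 IDH1-R132H (0.5 ug/mL) preincubated 30 min with compound, then NADPH (0.016 mM) and alpha-KG (2 mM) added; 80 min at RT, pH 7.5. Remaining NADPH coupled via diaphorase/resazurin to fluorescence (540/590 nm); concentration-response curves normalized to no-enzyme control.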
# * marks the source's active call; other numbers are inactive results; ? = inconclusive; nt = no result given; & = joins results of further samples; [ ] = remark or other dose. Unless noted, the call rests on the fitted dose curve; in most records, active means well fitted curve in the direction sought with a large enough effect; inconclusive means small, poorly fitted or top-dose-only effect, or another doubt; inactive means no such curve, though single readings can be large; an effect the other way counts as inactive or inconclusive. The list is partial; rates above refer to the full screens.
canonical_smiles | Vif-APOBEC3F blk | RGS4 inh | rTrxR1 inhibitor | Vif-A3G inh | USP1 inh | LDHA inh | GRP78 ERSR act | TrxR1 substrate | IDH1 R132H inh
COc1ccc(Cl)cc1N(CC(=O)N1CCC(C)CC1)S(C)(=O)=O | -0.3% | 25.6% | 25.2% | 1.7% | -11.7% | -18.3 | -2.6% | 4.4% | 2.4%
COc1ccc(SC[C@H](C)CN2CC[C@H](NC(=O)OCc3ccccc3)CCC2=O)cc1 | 0.6% | -16.0% | 18.3%&12.7% | -1.3%&3.3% | 10.7% | 5.7 | -2.3%&-1.8% | -6.7%&-14.7% | 5.6%
CCOc1ccc(CNC(=O)c2ccc(-c3nc(CSc4ccc(C)cc4)c(C)o3)cc2)cc1 | 0.3% | -4.0% | 18.4% | 5.0% | 7.5% | -4.1 | -3.1% | 4.7% | -4.6%
C/C(=C\C(=O)c1ccccc1)NNC(=O)c1ccc(Cl)cc1 | 0.0% | 16.2% | 14.8% | -2.2% | -20.8% | -5.3 | -4.3% | 4.1% | 1.0%
NC1=NC[C@H](Cc2ccc(O)cc2)N1CCC12CC3CC(CC(C3)C1)C2 | 1.3% | -6.6% | 7.8%[57.1 µM] | 7.1% | ? | -6.8 | -3.1% | 8.6%[57.1 µM] | 6.1%
O=C(C[C@@H]1C/C=C/CCCC(=O)O[C@H](c2ccccc2)CNC1=O)N[C@H](CO)Cc1ccccc1 | 5.2% | -0.5% | 1.6%[57.1 µM] | 2.0% | -13.5% | -18.7 | -2.8% | 6.1% | -5.4%
CCOC(=O)c1cn(CC#N)c2cc(F)c(F)cc2c1=O | 9.9% | -11.2% | 15.7%[57.1 µM] | 0.3% | -20.8% | 3.9 | -3.2% | -17.3%[57.1 µM] | 8.6%
Cc1ccccc1N1C(=O)C2C3C=CC(CC3)C2C1=O (stereo not given) | 2.1% | -22.4% | 7.5%[57.1 µM] | 1.5% | -30.9% | -3.1 | -1.0% | -9.2%[57.1 µM] | 3.0%
CCCCn1c(N)c(N(CCOC)C(=O)CSCC(=O)Nc2cccc(C)c2)c(=O)[nH]c1=O | -12.8% | -6.3% | 8.3% | -0.9% | -9.7% | -6.4 | -4.0% | -2.1% | -2.3%
COc1ccc(-c2cnc(N)nc2-c2ccc(OC)cc2O)cc1 | 1.8% | 5.3% | 2.1% | 1.3% | -21.5% | 1.4 | -0.7% | -5.3% | 22.6%
Cc1ccccc1OCCCC(=O)Nc1nncs1 | -6.6% | 0.2% | 7.8% | 7.4% | -15.5% | 3.2 | -3.0% | 4.5% | 14.5%
COc1ccc(C(CC(=O)Nc2ccccc2OC)n2cccc2)cc1 (stereo not given) | -10.2% | -5.8% | -4.0% | 0.4% | -12.2% | -3.0 | -0.4% | -10.2% | 9.4%
CCOC(=O)c1cnc2c(C)cc(C)cc2c1Nc1ccccc1OCC | 3.1% | 18.4% | 3.0% | 0.7% | -6.7% | -3.5 | -3.7% | 0.0% | 0.0%
O=C(/C=C/c1ccccc1)NC(=S)Nc1ccc(N2CCOCC2)cc1 | 2.5% | -13.8% | -21.5% | -8.1% | 3.2% | -3.4 | -5.5% | 9.0% | 3.5%
COc1ccc(C2C(C(=O)c3cccs3)=C(O)C(=O)N2c2nncs2)cc1 (stereo not given) | -0.5% | -21.0% | -15.7% | -1.6% | 2µM* | -5.9 | -0.1% | -8.0% | 15.6%
CCOc1ccc(-c2cccc(NS(=O)(=O)c3ccccc3C(F)(F)F)c2)nn1 | 0.5% | -12.1% | 17.5%[57.1 µM] | -2.2% | -13.7% | 6.1 | 3.2% | 2.1%[57.1 µM] | 0.0%
COC(=O)c1c(-c2cccs2)csc1NC(=O)c1ccc(C(C)C)cc1 | -4.9% | ? | 27.5% | 2.8% | -13.2% | 0.7 | 1.0% | 18.0% | -2.4%
CCCOc1ccc(/C=N/NC(=O)C2CCCN2S(=O)(=O)c2ccc(Cl)cc2)cc1 (stereo not given) | -0.7% | -21.3% | 14.9%[57.1 µM] | -5.8% | -13.0% | 0.7 | -2.2% | -10.2% | 4.0%
O=C(NCCN1CCCC1)C1(S(=O)(=O)c2ccc(Cl)cc2)CC1 | 6.3% | 3.0% | 15.1% | -1.1% | 6.7% | -0.4 | -3.3% | 7.9% | 1.6%
COC(=O)c1cc2sc(C)cc2n1CC(=O)Nc1ccc(C)c(C)c1 | -2.5% | 16.7% | 14.9% | 1.0% | -11.9% | -15.9 | -1.8% | 0.3% | -9.1%
Cc1ccc(C)c(C(=O)CSc2nc3cc(C(=O)NC4CCCC4)ccc3c(=O)n2CC2CCCO2)c1 (stereo not given) | -0.2% | -30.1% | -0.2%[57.1 µM] | 6.2% | -20.2% | -6.6 | -0.3% | -4.8%[57.1 µM] | -2.3%
CC[C@H]1OC(=O)[C@H](C)[C@@H](O[C@H]2C[C@@](C)(OC)[C@@H](O)[C@H](C)O2)[C@H](C)[C@@H](O[C@@H]2O[C@H](C)C[C@H](N(C)C)[C@H]2O)[C@](C)(O)C[C@@H](C)C(=O)[C@H](C)[C@@H](O)[C@]1(C)O | -4.4% | 19.4% | 32.7% | 1.5% | -6.5% | -6.5 | -2.6% | 2.5% | 7.8%
CCOC(=O)c1nnn(-c2nonc2N)c1COc1ccccc1 | 1.7% | 6.1% | -6.4% | -9.1% | -5.3% | -2.8 | -1.3% | -7.5% | 6.1%
O=C(Nc1nnc(-c2ccccc2F)s1)c1ccccc1F | -0.1% | -27.4% | 4.1% | -3.8% | -24.3% | -2.9 | -0.6% | -1.5% | 0.0%
COc1ccc(NC(=O)CC2C(=O)N(c3cccc(OC)c3)C(=O)N2CCC2=CCCCC2)cc1 (stereo not given) | 0.6% | 1.8% | 8.4% | 6.2% | -21.0% | 3.5 | -1.3% | -5.0% | 1.4%
Cc1ccc(NC(=O)c2ccc3[nH]c(C)cc(=O)c3c2)c(C)c1 | -4.8% | 5.6% | 8.7% | 4.5% | -15.0% | -13.8 | -2.8% | -6.5% | -1.9%
COCCC(=O)N1CCC(Oc2ccc(C(=O)N(C)C3CCCCC3)cc2)CC1 | -4.0% | 12.0% | 17.4% | 0.3% | -8.2% | -14.0 | 1.4% | -0.1% | -3.3%
CCOc1ccc(CCNC(=O)c2cc3c(C)nccc3[nH]c2=O)cc1OCC | -5.3% | 1.7% | 6.5%[57.1 µM] | 0.8% | -5.1% | -3.4 | -0.9% | 4.7%[57.1 µM] | -5.4%
COc1ccc(CCn2c(O)c(C=Nc3cccc(F)c3)c(=O)[nH]c2=O)cc1OC | 0.9% | -6.5% | -1.8% | -0.8% | -26.4% | -3.0 | -3.6% | -0.2% | -3.5%
O=C(C1CCC(CNc2c(N3CCCCC3)c(=O)c2=O)CC1)N1CCCC1 (stereo not given) | -10.0% | 15.2% | -16.2% | 1.6% | -6.7% | -7.0 | -2.5% | -17.8% | -23.1%
O=C(NCc1ccco1)c1ccc2c(c1)N(Cc1ccccc1)C(=O)c1ccccc1S2(=O)=O | nt | 3.9% | 36.0% | nt | -10.2% | -6.8 | nt | 1.9% | nt
O=C(NCc1ccccn1)c1cnc2sccn2c1=O | -7.5% | -17.7% | -3.0% | -0.2% | -16.0% | -6.7 | -6.3% | 40.5%[activator] | 3.6%
CN(C(=O)c1ccc(Cl)cc1)C1=CCCCC1CCC#N (stereo not given) | -2.0% | 13.9% | -1.6%[57.1 µM] | -0.7% | -2.7% | -3.7 | -4.9% | -5.0% | 0.6%
O=C(COC(=O)c1ccc2ncsc2c1)NC(=O)c1ccccc1 | 2.3% | -20.2% | 16.3%[57.1 µM] | -0.9% | -5.0% | -4.3 | -3.2% | 7.3%[57.1 µM] | 7.1%
CCN(CC)CCNC(=O)c1cc(Sc2nnc(C)s2)nc2ccccc12 | -12.2% | -8.3% | -13.6% | 4.1% | -17.5% | -7.4 | -3.0% | 1.3% | 1.3%
FC(F)(F)c1nnc2ccc(-n3ccnc3)nn12 | 0.6% | 34.3% | -1.0% | 1.7% | -5.6% | -3.4 | -4.1% | 2.6% | -1.5%
NS(=O)(=O)c1ccc(CCNC(=O)CNC(=O)c2ccccc2F)cc1 | 15.0% | -11.3% | 21.5%[57.1 µM] | -3.1% | -22.6% | -0.3 | -6.1% | -16.9%[57.1 µM] | 5.4%
COC(=O)C1=C(C)OC(N)=C(C#N)C1C1CCCCC1 (stereo not given) | -8.9% | 15.8% | 9.8% | 2.0% | -10.1% | -9.5 | -2.4% | 6.2% | -2.3%
